Compound activity deposited in PubChem by National Center for Advancing Translational Sciences (NCATS).
Sm TGR block: qHTS Assay for the Inhibitors of Schistosoma Mansoni Peroxiredoxins. purified TGR, DTNB reduction, TNB absorbance 405 nm. Potency, µM (doses to about 114 µM), inactives show top-dose activity change, negative = inhibition, most hits filed as inhibitors. actives 3% (n = 360,000); also: potency is read from the fitted curve at half-maximal effect; nearly all actives have a fitted effect of over 60% in size
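Kinetic colorimetric format: TGR-catalysed, NADPH-driven DTNB reduction monitored via TNB absorbance. Enzyme dispensed at 20 nM; compound exposure 15 min at room temperature before reaction start.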
LmPK inhibitor: qHTS Assay for Inhibitors of Leishmania Mexicana Pyruvate Kinase (LmPK); purified LmPK, Kinase-Glo ATP luminescence, 1 h; actives 0.37% (n = 290,000); Potency, µM (top dose mostly 57.5 µM), for inactives: top-dose activity change, negative = inhibition, most hits filed as inhibitors; Q27686; also: potency is read from the fitted curve at half-maximal effect
Target sequence (Q27686 whole entry, looked up): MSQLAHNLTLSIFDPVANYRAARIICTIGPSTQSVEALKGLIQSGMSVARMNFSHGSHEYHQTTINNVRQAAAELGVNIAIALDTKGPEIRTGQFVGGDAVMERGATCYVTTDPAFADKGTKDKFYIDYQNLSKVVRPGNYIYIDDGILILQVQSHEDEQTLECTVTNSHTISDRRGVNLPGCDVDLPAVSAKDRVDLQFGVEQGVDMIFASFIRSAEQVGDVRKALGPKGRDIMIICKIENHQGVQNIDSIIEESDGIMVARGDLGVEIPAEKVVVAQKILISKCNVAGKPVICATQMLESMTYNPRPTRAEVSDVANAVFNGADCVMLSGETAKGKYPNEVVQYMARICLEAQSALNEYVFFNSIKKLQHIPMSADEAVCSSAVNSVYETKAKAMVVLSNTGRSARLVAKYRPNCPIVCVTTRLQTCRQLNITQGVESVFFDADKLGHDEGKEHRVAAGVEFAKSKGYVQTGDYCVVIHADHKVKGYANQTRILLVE
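0.1 nM LmPK, 0.5 mM PEP, 0.1 mM ADP; 50 mM imidazole pH 7.2, 7 mM MgCl2, 50 mM KCl; 1 h RT. Kinase-Glo luminescence readout, normalized to no-enzyme (full inhibition) and uninhibited wells.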
AmpC no deterg: qHTS Inhibitors of AmpC Beta-Lactamase (assay without detergent). P00811. AmpC nitrocefin hydrolysis, absorbance 480 nm, 0.0001% Triton. Potency, µM (doses to about 57.1 µM), for inactives: at the top dose activity change, negative = inhibition, usual class: inhibitors. actives 0.52% (n = 330,000). AID 485341, 2010;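 also: potency is read from the fitted curve at half-maximal effect; plate controls were no compound for no effect and no enzyme for full effect; nearly all actives have a fitted effect of over 20% in size; some results filed as inactive show a strong effect at the top dose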
Target sequence (P00811 whole entry, looked up): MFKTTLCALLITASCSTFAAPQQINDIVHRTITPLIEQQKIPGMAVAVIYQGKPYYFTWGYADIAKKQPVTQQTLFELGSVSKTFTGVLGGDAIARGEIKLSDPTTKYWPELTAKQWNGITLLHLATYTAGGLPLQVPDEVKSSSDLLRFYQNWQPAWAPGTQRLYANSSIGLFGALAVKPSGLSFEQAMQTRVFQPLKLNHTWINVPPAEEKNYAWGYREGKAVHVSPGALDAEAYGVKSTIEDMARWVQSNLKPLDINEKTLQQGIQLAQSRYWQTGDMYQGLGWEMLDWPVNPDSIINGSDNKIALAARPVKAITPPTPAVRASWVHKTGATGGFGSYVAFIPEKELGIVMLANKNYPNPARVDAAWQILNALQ
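AmpC (5.3 nM in the dispensed reagent) in 20 mM phosphate pH 7.0 with 0.01% (detergent screen) or 0.0001% Triton X-100 was preincubated with compounds for 15 min at room temperature. Nitrocefin was then added from an 800 uM solution, and hydrolysis was followed at 480 nm.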
HCMV inh: qHTS Assay for inhibitors of the human cytomegalovirus (HCMV); HFF cells, HCMV-luciferase reporter, 72 h; stronger effect = lower value; activity change, negative = inhibition, % at 57.5 µM; actives 4.5% (n = 410,000); AID 1259415, 2018; in the data active = activity change below about -60%; inconclusive = no clear call, values can overlap the other calls; inactive = above about -39%
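Cell-based, HFFs, 1000 cells/well, 16 h 37C; cpds in DMSO + HCMV-luc, MOI 1 PFU/cell; 72 h 37C; OneGlo luminescence after 5 min RT; norm. to buffer vs Salinomycin 10uM.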
TbPYK inhibitor: qHTS of Trypanosoma Brucei Inhibitors. TbPYK enzyme, Kinase-Glo Plus ATP luminescence, 45 min. pyruvate kinase (Trypanosoma brucei), Q57TT1. actives 0.12% (n = 410,000). Potency, µM (titrated, usually from 76.8 µM), for inactives: at the highest dose activity, negative = inhibition, actives largely listed as inhibitors; also: potency is read from the fitted curve at half-maximal effect; nearly all actives have a fitted effect of over 50% in size
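Luminescent Kinase-Glo Plus end-point after 45 min room-temperature reaction of T. brucei pyruvate kinase started with 130 uM ADP (final). Buffer TEA 50 mM pH 7.2 with KCl, MgCl2, BSA, Tween-20; titration-based qHTS with fitted concentration-effect curves.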
AmpC inh detg: qHTS Inhibitors of AmpC Beta-Lactamase (assay with detergent) | AmpC hydrolysis of nitrocefin, absorbance 480 nm, 0.01% Triton | P00811 | Potency, µM (series often up to 114 µM), for the others: top-dose activity change, negative = inhibition, usual class: inhibitors | actives 0.041% (n = 370,000);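 also: potency is read from the fitted curve at half-maximal effect; 0% = no-compound wells and -100% = no-enzyme wells; nearly all actives have a fitted effect of over 25% in size; some results filed as inactive show a strong effect at the top dose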
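AmpC (5.3 nM in the dispensed reagent) in 20 mM phosphate pH 7.0 with 0.01% (detergent screen) or 0.0001% Triton X-100 was preincubated with compounds for 15 min at room temperature. Nitrocefin was then added from an 800 uM solution, and hydrolysis was followed at 480 nm.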
AMA1-RON2 inh: qHTS for Inhibitors of AMA1-RON; Towards Development of Antimalarial Drug Lead: Primary Screen; AID 720542, 2013; actives 0.2% (n = 360,000); Potency, µM (highest dose often 58.2 µM), without a hit: at the highest dose activity change, negative = inhibition, usual class: inhibitors; Plasmodium falciparum AMA1 (3D7) - RON2 peptide interaction; AlphaScreen AMA1-biotinylated RON2 peptide binding;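 also: potency is read from the fitted curve at half-maximal effect; 0% = vehicle wells and -100% = peptide control; nearly all actives have a fitted effect of over 45% in size; some results filed as inactive show a strong effect at the top dose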
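AMA1 (3D7) with his tag at 25 nM final met compounds first, then biotinylated RON2 peptide at 25 nM; detection used donor plus acceptor beads, 10 µg/mL apiece, read by AlphaScreen after 30 min at room temperature.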
* = called active by the depositor; ? = inconclusive; nt = no result given; [ ] = remark or other dose. Unless noted, calls follow the shape of the dose curve; as a rule, active = well fitted curve in the direction sought with a large enough effect; inconclusive = small, poorly fitted or top-dose-only effect, or another doubt; inactive = no such curve, though single readings can be large; an effect the other way counts as inactive or inconclusive. Unless noted, % is scaled to controls: 0 for no effect and ±100 for the full control effect. Rows were taken by chance; about 7.4% have a hit in one of these screens.

The line under a structure holds: Sm TGR block	LmPK inhibitor	AmpC no deterg	HCMV inh	TbPYK inhibitor	AmpC inh detg	AMA1-RON2 inh
> COc1ccccc1CCC(=O)Nc1ccc2c(c1)CN(Cc1ccc(CO)o1)CC2
    ?	8%	28%	42	-10%	?	6%
> COc1ccccc1N1CCN(c2nc3ccc(C(=O)c4ccccc4)cc3n3c(C)nnc23)CC1
    5%	nt	nt	0	-1%[15.4 µM]	23%	nt
> O=C(NCC1OCCc2ccccc21)c1ccc(NC(=O)c2ccc(Cl)cc2)cc1 (stereo not given)
    1%	2%	-50%	-82*	-4%	-10%	3%
> CCOc1ccccc1-n1nnnc1SCC(=O)NCC1(N2CCOCC2)CCCCC1
    -2%	nt	77%[activator]	-12	2%	4%	0%
> COc1cccc(OCc2cc(C(=O)N3CCN(C(C)=O)CC3)no2)c1
    -11%	-11%	55%	0	0%	-4%	0%
> COc1ccc(C)cc1NS(=O)(=O)c1ccc2c(c1)CCCN2C(C)=O
    3%	nt	nt	14	9%	7%	nt
> Cc1ccc(CNC(=O)CS(=O)(=O)Cc2nc(-c3ccc(C)cc3)oc2C)cc1
    -20%	2%	-3%	-26	0%	-9%	19%
> Cc1ccc(CNc2cc(-c3nn4c(C)nnc4s3)ccc2C)s1
    -4%	-13%	-16%	89	1%	0%	16%
> COC(=O)C1=C(C)N=C2SCCC(=O)N2C1c1ccc(C(=O)OC)cc1 (stereo not given)
    -5%	2%	-24%	20	0%	-10%	-13%
> Clc1cccc(CSc2nnc(-c3sccc3-n3cccc3)o2)c1
    1%	4%	-39%	?	-1%	-7%	?
> Fc1ccccc1/C=N/Nc1nc(-c2ccccn2)nc2ccccc12
    3%	4%	-8%	nt	nt	1%	nt
> Cc1nc2nc[nH]n2c(=O)c1NS(=O)(=O)c1ccc(F)cc1
    1%	-1%	-7%	-19	6%	-15%	-1%
> Cc1ccccc1C(=O)Nc1ccccc1C(=O)N/N=C\c1ccco1
    9%	-11%	-43%	30	-16%	-11%	26%
> O=C(CSc1nc2cccnc2n1Cc1ccccc1)NC1CCCCC1
    -6%	2%	-9%	2	-4%	-5%	6%
> O=c1c(Cl)c(N2CCN(S(=O)(=O)c3ccc(F)cc3)CC2)cnn1-c1cccc(Cl)c1
    14%	7%	2%	-12	5%	1%	12%

The last two compounds of the section before come first, to join the parts:
The line under a structure holds: Sm TGR block	LmPK inhibitor	AmpC no deterg	HCMV inh	TbPYK inhibitor	AmpC inh detg	AMA1-RON2 inh
> O=C(CSc1nc2cccnc2n1Cc1ccccc1)NC1CCCCC1
    -6%	2%	-9%	2	-4%	-5%	6%
> O=c1c(Cl)c(N2CCN(S(=O)(=O)c3ccc(F)cc3)CC2)cnn1-c1cccc(Cl)c1
    14%	7%	2%	-12	5%	1%	12%
> Cc1ccc(NC(=O)c2ccc(F)c(S(=O)(=O)N3CCc4ccccc4C3)c2)cc1F
    10%	nt	nt	-68*	1%	9%	nt
> CCOC(=O)c1cc2c(=O)n3ccccc3nc2n(CCCOC)c1=NC(=O)C(C)Oc1ccccc1 (stereo not given)
    -3%	nt	nt	-2	-4%	-4%	nt
> COc1ccc(N(CC(=O)NC2CCCCC2)C(=O)CNC(=O)c2cccs2)cc1OC
    3%	10%	10%	7	-2%	?	0%
> CN(C)S(=O)(=O)c1ccc(NC(=S)NC(=O)C2CCC2)cc1
    ?	-1%	-25%	17	0%	2%	0%
> CC(C)(C)OC(=O)N1Cc2cc3ccccc3nc2C1
    nt	nt	nt	111	-8%	nt	-6%
> Cn1c(Cc2cccs2)nnc1SCC(=O)Nc1ccccc1
    2%	-1%	-15%	-5	-3%	-5%	0%
> COc1ccccc1C(=O)COC(=O)CSC(C)C(=O)Nc1cc(C)on1 (stereo not given)
    -5%	nt	-22%	-15	-6%	-1%	13%
> Cc1ccccc1-c1nnn(CC(=O)Nc2ccc3c(c2)OCCO3)n1
    4%	8%	-25%	-9	-2%	12%	5%
> COCCc1nn2c(=O)cc(COC(=O)COc3ccc(F)cc3)nc2s1
    -8%	nt	nt	4	-1%	-5%	nt
> CCN(CC)c1ccc(/C=N/NC(=O)c2ccc3nc[nH]c3c2)cc1
    9%	5%	-50%	4	1%	-5%	52%[activator]
> COc1cc(C2C3=C(Nc4ncnn42)c2ccccc2CC3)cc(OC)c1OC (stereo not given)
    ?	1%	25%	-89*	5%	1%	5%
> COc1cccc(Cn2c(=O)n(CC3CCC(C(=O)N4CCOCC4)CC3)c(=O)c3sccc32)c1 (stereo not given)
    0%	nt	nt	-31	-3%	20%	nt
> CCOc1ccc2ccccc2c1/C=N/NC(=O)CNC(=O)Cc1ccccc1
    6%	2%	26%	51	5%	1%	0%
> S=C(NCCSCc1ccc(Cl)cc1Cl)Nc1ccccc1
    -5%	8%	-30%	-62*	1%	2%	51%[activator]
> CC(NC(=O)c1ccccc1)C(c1cccs1)N1CCOCC1 (stereo not given)
    3%	2%	?	-11	-1%	?	-9%

2 compounds drawn at random from those above:
The line under a structure holds: Sm TGR block	LmPK inhibitor	AmpC no deterg	HCMV inh	TbPYK inhibitor	AmpC inh detg	AMA1-RON2 inh
> CCN(CC)c1ccc(/C=N/NC(=O)c2ccc3nc[nH]c3c2)cc1
    9%	5%	-50%	4	1%	-5%	52%[activator]
> Cc1ccc(NC(=O)c2ccc(F)c(S(=O)(=O)N3CCc4ccccc4C3)c2)cc1F
    10%	nt	nt	-68*	1%	9%	nt

The results go on:
The line under a structure holds: Sm TGR block	LmPK inhibitor	AmpC no deterg	HCMV inh	TbPYK inhibitor	AmpC inh detg	AMA1-RON2 inh
> CC1CC(C)(C)CC2(C1)NC(=O)N(CC(=O)N1CCN(S(=O)(=O)c3ccc(F)c(F)c3F)CC1)C2=O (stereo not given)
    nt	nt	nt	37	2%	nt	0%
> CCOc1ccc2c(c1)NC(c1cccs1)=NC(c1ccc(F)cc1)=N2
    -4%	nt	nt	-1	-8%	9%	nt
> CC1CCCCC12NC(=O)N(CC(=O)N1CCN(Cc3ccc(C#N)cc3)CC1)C2=O (stereo not given)
    -34%	nt	-2%	0	4%	5%	8%
> Cc1ccc(OCC(=O)Nc2ccc3c(c2)nc(CCN2CCN(c4ccccn4)CC2)n3C)cc1
    nt	nt	nt	-77*	-1%	nt	-1%
> CC1(C)Cc2ccccc2-c2nc(NN)[nH]c(=O)c21
    -27%	5%	-42%	-14	1%	0%	113%[activator]
> CC(C)COc1ccc(-c2nn(-c3ccccc3)cc2/C=C2/SC(=S)N(CC(=O)O)C2=O)cc1
    6%	8%	-36%	12	-4%	1%	-3%
> COC(=O)[C@@]1(Cc2ccc(F)cc2)[C@H]2c3cc(C(=O)N(C)C)n(Cc4ccc(OC)c(OC)c4)c3C[C@H]2CN1C(=O)c1ccccc1
    -12%	1%	296%[activator]	18	-2%	-15%	-19%
> CCOc1ccc(S(=O)(=O)NCCC(=O)NCCc2ccc(C(C)C)cc2)cc1
    -1%	nt	38%	?	2%	?	10%
> O=C(NCc1ccco1)C(c1cccnc1)N(C(=O)Cn1nnc2ccccc21)c1ccccc1 (stereo not given)
    -2%[11.4 µM]	11%	15%	-25	2%	?	1%
> O=C(NCc1ccc(Cl)cc1)N1CCc2ccccc2C1
    -5%	-5%	-7%	16	-5%	-10%	-8%
> C=CC[C@H](CC(=O)N(CCO)Cc1ccccc1)C(=O)N[C@H](COC(=O)[C@H](CC=C)CC(=O)OC(C)(C)C)Cc1ccccc1
    nt	nt	270%[activator]	-27	2%	nt	6%
> COc1ccc(-c2cc(C(=O)N(C)CC(=O)Nc3ccccc3Br)c3ccccc3n2)cc1OC
    -1%	nt	66%[activator]	13	0%	1%	10%
> CCCNC(=O)N(C)C[C@@H]1Oc2cc(C#CC(C)(C)O)ccc2S(=O)(=O)N([C@H](C)CO)C[C@H]1C
    nt	nt	nt	20	5%	nt	22%
> CC(C)c1ccc2oc(-c3cc(NC(=O)c4cccnc4)ccc3Cl)nc2c1
    3%	nt	nt	-24	-9%	2%	nt
> COC(=O)c1ccc(C(=O)OC)c(NC(=O)CSCc2ccc(Cl)cc2)c1
    -2%	2%	-21%	-3	-1%	1%	4%
> Cc1cc(C)c(NC(=O)Cn2nc(-c3ccncc3)ccc2=O)c(C)c1
    -1%	nt	nt	?	-6%	5%	nt
> COC1=CC(=O)C(C2CC(=O)c3c(O)cc(O)cc3O2)=CC1=O (stereo not given)
    nt	nt	nt	-8	?	nt	-4%
> O=C(NCCc1ccccc1)c1ccc2c(c1)N(Cc1ccc(F)cc1Cl)C(=O)CS2
    0%	nt	nt	-16	-6%	8%	nt
> CC1CN(S(=O)(=O)c2cccc(C(F)(F)F)c2)CC(C)O1 (stereo not given)
    1%	2%	15%	24	-3%	?	-1%
> Cc1ccc(S(N)(=O)=O)cc1NC(=O)c1ccc2c3c(cccc13)CC2
    -5%	0%	-22%	-4	-1%	-4%	8%
> Cc1ccc(C(=O)NCC2CCCO2)cc1[N+](=O)[O-] (stereo not given)
    -10%	-10%	-16%	-4	-1%	-16%	4%[11.6 µM]

Entries above with a tert-butyl group:
The line under a structure holds: Sm TGR block	LmPK inhibitor	AmpC no deterg	HCMV inh	TbPYK inhibitor	AmpC inh detg	AMA1-RON2 inh
> CC(C)(C)OC(=O)N1Cc2cc3ccccc3nc2C1
    nt	nt	nt	111	-8%	nt	-6%
> C=CC[C@H](CC(=O)N(CCO)Cc1ccccc1)C(=O)N[C@H](COC(=O)[C@H](CC=C)CC(=O)OC(C)(C)C)Cc1ccccc1
    nt	nt	270%[activator]	-27	2%	nt	6%
